# LRH-1 inv ag: NR5A2 inverse agonism in reporter assay; HEK293T StAR-luciferase reporter, LRH-1 transfected, 24 h; inhibition, % at 3.6 µM; hit rate 0.13% among 360,000;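 active = inhibition above the mean inhibition of all tested compounds plus 3 SD, cut at about 73% in these data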;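 note: 0% = DMSO wells and 100% = reporter-only cells lacking LRH-1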
# NR2F2 inh: NR2F2 (human) inhibition, primary screen | inhibition, % at 8.6 µM | hit rate 0.7% among 370,000 | P24468 | HEK293T NGFI-A luciferase reporter, luminescence;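 active = inhibition above a per-plate cutoff, mean inhibition of test wells between control levels plus 3 SD, cut at about 38% in these data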;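 note: cells cotransfected with COUP-TFII expression vector driving the NGFI-A reporter; 0% = median of COUP-TF2 test wells and 100% = reporter-only cells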
# MC4R ag barr: human MC4R agonism via beta-arrestin; hit rate 0.98% among 360,000; activation, % at 8.9 µM; AID 540308; U2OS MC4R beta-arrestin complementation, luminescence; percent of melanotan II response, DMSO zero;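 active = activation above a per-plate cutoff, the mean activation of sample wells on that plate plus 3 SD, cut at about 8% in these data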
# MC4R antagonist: antagonists of human melanocortin 4 receptor (MC4R). MC4R-expressing cells, MTII-stimulated cAMP, LANCE TR-FRET. inhibition, % at 6.5 µM. hit rate 0.48% among 360,000;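 active = inhibition above its plate's cutoff, the mean of tested wells on that plate plus 3 SD, cut at about 29% in these data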;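 note: 0% = Melanotan II alone and 100% = Melanotan II plus saturating MCL0020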
#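 system = U2OS cells with stable human MC4R expression | also added = Melanotan II challenge after compound preincubation | dosing = one concentration, 6.5 µM nominal | incubation = compound 30 min, challenge 1 h, detection 1 h | measured by = TR-FRET with Eu-cAMP and labeled anti-cAMP, 671 nm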
# NCOA2 inhibitor: inhibits human steroid receptor coactivator 2. Q15596. HEK293 GAL4-SRC2 luciferase reporter, luminescence. inhibition, % at 9 µM. hit rate 0.17% among 370,000;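 active = inhibition above the mean inhibition of all tested compounds plus 3 SD, set per campaign, cut at about 52% in these data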;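 note: 0% = DMSO treated cells and 100% = cells given Gossypol at 36 µM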
# ABHD5-PLIN5 inh: inhibitors of human ABHD5-perilipin-5 interaction; Split G. princeps luciferase complementation, luminescence, 4 h; inhibition, % at 4 µM; hit rate 0.78% among 360,000; AID 602281;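 active = inhibition above the mean inhibition across every tested compound plus 3 SD, cut at about 22% in these data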;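 note: 0% = DMSO only wells and the 100% control is not disclosed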
# NOD2 RIPK2 PPI: inhibitors of human NOD2-RIPK2 interaction; O43353; CHO BLA complementation NOD2-RIPK2, CCF4 ratio; inhibition, % at 4.98 µM; hit rate 0.38% among 360,000; AID 624267; in the data active = inhibition above about 21%;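 note: 0% = vehicle only and 100% = reference blocker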
# TLR9-MyD88 block: blocks human TLR9 binding to MyD88; hit rate 0.21% among 340,000; AID 504734; CHO BLA complementation TLR9-MyD88, CCF4 FRET ratio; inhibition, % at 4.98 µM;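 active = inhibition above the mean over all tested compounds plus 3 SD, cut at about 21% in these data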;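 note: 0% = DMSO only wells and 100% = clavulanate BLA inhibitor control wells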
# NCOA3 inh: inhibitors of human steroid receptor coactivator 3 (SRC3); Q9Y6Q9; HEK293 GAL4-SRC3 luciferase reporter, luminescence; inhibition, % at 3.6 µM; hit rate 0.17% among 360,000;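 active = inhibition above a per-campaign cutoff, the mean of all compounds plus 3 SD, cut at about 60% in these data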;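 note: 0% = DMSO-treated cells and 100% = gossypol-treated cells at 36 µM; higher means less SRC3-driven luciferase light from the GAL4 reporter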
# EBV LMP1 NFkB: Epstein-Barr LMP1 NF-kappaB reporter inhibition; LMP1-induced NF-kappaB luciferase reporter cells, luminescence; inhibition, % at 12.5 µM; hit rate 0.69% among 350,000; in the data active = inhibition above about 41%;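 note: 0% = neutral control wells and 100% = reference inhibitor control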
# SRC1 inh: human NCOA1 inhibition | HEK293 GAL4-SRC1 luciferase reporter, luminescence | inhibition, % at 3.6 µM | hit rate 0.12% among 360,000;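 active = inhibition above the campaign mean plus 3 SD, with each screening campaign given its own cutoff, cut at about 60% in these data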;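 note: 0% = DMSO treated cells and 100% = gossypol at 36 µM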
# Active calls of the source: *; · = not tested or not shown. A portion of the library; the hit share may differ from the screen's.
LRH-1 inv ag,NR2F2 inh,MC4R ag barr,MC4R antagonist,NCOA2 inhibitor,mol,ABHD5-PLIN5 inh,NOD2 RIPK2 PPI,TLR9-MyD88 block,NCOA3 inh,EBV LMP1 NFkB,SRC1 inh
19,-3,0.7,-3,-7,COc1ccc(COC(=O)C2CCN(C(=O)c3ccc(Cl)cc3)CC2)cc1F,1,9,-1,0,-2,-22
7,2,1.9,3,-17,NCCCC[C@H]1CN=C(N)N1CC1CCCCC1,9,-4,1,8,0,1
-3,14,-0.5,-2,6,C[C@H](NC(=O)c1ncn2c1C(=O)N[C@@H](C)C2)c1ccccc1,4,3,8,-3,2,4
30,20,-0.8,5,-5,O=S(=O)(/N=C(/Nc1cccc2ccccc12)c1ccccc1)c1ccc(F)cc1,4,-5,13,-13,-20,-7
-40,-12,-4.2,9,-8,CN(C)C(=O)c1cc(-c2ccccc2)no1,-4,3,-14,-28,-13,-55
21,-6,-0.5,-2,-14,CCOc1ccc(OCCC(=O)OCC(=O)Nc2ccc3c(c2)OCO3)cc1,-3,1,-6,-9,-10,-48
-14,10,2.5,3,15,C[C@@H]1CN([C@@H](C)CO)C(=O)c2cc(-c3ccccc3F)cnc2O[C@H]1CN(C)Cc1cccc(F)c1,-12,1,-4,1,-3,8
-25,15,-3.1,7,-31,CCCCNC(=O)COC(=O)c1cc(Br)ccc1Cl,4,-4,-8,1,0,-22
9,10,0.8,-4,-10,O=C(Nc1cccc(C(F)(F)F)c1)c1ccc2nc(-c3ccco3)c(-c3ccco3)nc2c1,38*,-10,6,19,17,7
14,·,-0.8,-8,·,COc1cc(C2C=C(c3cccs3)Nc3ncnn32)cc(OC)c1OC (stereo unspecified),-3,80*,65*,27,6,6
20,-5,-1.2,8,-19,CCCCNC(=S)N/N=C1\C(=O)c2cccc3cccc1c23,-6,-14,-3,2,15,-1
7,2,5.3,9,1,CC1CCCCN1Cc1c(O)ccc2c(=O)c(-c3nc4ccccc4s3)c(N)oc12 (stereo unspecified),29*,-2,-4,2,-3,4
11,-1,-1.6,0,-14,CCc1ccccc1NC(=O)C1CCCN1S(=O)(=O)c1ccc2c(c1)n(C)c(=O)c(=O)n2C (stereo unspecified),2,-11,5,5,3,8
-47,7,2.9,-7,-36,CCCCCCC(=O)c1c(C)[nH]c(C(=O)OCC)c1C,-14,2,1,-62,-10,-10
7,-7,-0.8,7,-17,COc1cc(CC(=O)Nc2sccc2C(N)=O)cc(OC)c1OC,-4,-15,-4,-2,7,-5
-60,13,3.0,-5,-12,COc1cc(CNc2ccc3[nH]c(=O)[nH]c3c2)ccc1OCc1ccc(Cl)cc1,-10,5,-7,-87,-21,-68
-86,-45,0.6,-2,-55,Cc1ccc(SCc2nc(-c3ccccn3)no2)cc1,5,-3,-4,-45,-26,-66
9,-5,0.5,-11,-22,O=C(NCCCN1CCOCC1)c1cc(-c2ccc3c(c2)OCO3)nc2ccccc12,-1,-1,-8,1,-1,-8
22,3,-2.1,4,-6,C=CC[C@H](CC(=O)N(CCO)Cc1ccccc1)C(=O)NC[C@@H](OC(=O)[C@@H](CC=C)Cc1ccc(F)cc1)c1ccccc1,0,-3,4,0,6,14
-22,-22,0.2,9,0,NC(=O)CC(NC(=O)Cc1ccc(Cl)cc1)c1ccc(NCC2CC2)c([N+](=O)[O-])c1 (stereo unspecified),-11,2,-8,10,18,3
15,-5,0.7,1,8,N#CCC(CNc1ncc(C(F)(F)F)cc1Cl)OC(=O)c1c(F)cccc1F (stereo unspecified),-5,6,2,5,-14,7
18,7,·,·,-7,CCCCCNC(=O)C(C1CC1)n1c(=O)c(-c2ccco2)nc2ccccc21 (stereo unspecified),31*,7,·,·,·,·
4,16,-1.7,6,-13,CCCNC(=S)N1CCC(C(=O)c2ccc(F)cc2)CC1,4,-5,-6,3,3,5
3,7,-1.5,4,-5,CCN(CC(=O)NC1CCCC1)S(=O)(=O)c1ccc(C)cc1,1,1,2,-9,0,-17
-13,-30,-1.3,25,0,CN(C)NC(=O)c1cccc(Cl)c1,-3,2,·,8,·,-9
4,8,0.7,13,-5,CCCc1ccc(OCc2ccccc2)c2c(=O)cc(C(=O)OCC)oc12,6,-12,-13,15,4,20
-7,19,6.8,21,-10,O=C(NCc1ccccn1)c1ccc(Cn2cc(C(F)(F)F)ccc2=O)cc1,0,-9,-9,1,3,-16
-14,53*,-1.4,14,13,CCc1nc2ccc(C(=O)Nc3ccc(NC(C)=O)cc3)cn2c1N(C)C(=O)Cc1ccccc1,1,4,·,-2,·,7
13,2,-1.0,1,5,CS(=O)(=O)Nc1ccc(C(=O)NC2CC3CCC2C3)cc1 (stereo unspecified),1,0,-6,3,6,0
-26,-21,-3.7,0,-31,Cc1ccc(NC(=O)Cn2c(C)csc2=O)cc1,0,-16,2,-16,-17,-26

# Structures above that contain a CF3 group:
LRH-1 inv ag,NR2F2 inh,MC4R ag barr,MC4R antagonist,NCOA2 inhibitor,mol,ABHD5-PLIN5 inh,NOD2 RIPK2 PPI,TLR9-MyD88 block,NCOA3 inh,EBV LMP1 NFkB,SRC1 inh
9,10,0.8,-4,-10,O=C(Nc1cccc(C(F)(F)F)c1)c1ccc2nc(-c3ccco3)c(-c3ccco3)nc2c1,38*,-10,6,19,17,7
15,-5,0.7,1,8,N#CCC(CNc1ncc(C(F)(F)F)cc1Cl)OC(=O)c1c(F)cccc1F (stereo unspecified),-5,6,2,5,-14,7
-7,19,6.8,21,-10,O=C(NCc1ccccn1)c1ccc(Cn2cc(C(F)(F)F)ccc2=O)cc1,0,-9,-9,1,3,-16

# (more compounds)
LRH-1 inv ag,NR2F2 inh,MC4R ag barr,MC4R antagonist,NCOA2 inhibitor,mol,ABHD5-PLIN5 inh,NOD2 RIPK2 PPI,TLR9-MyD88 block,NCOA3 inh,EBV LMP1 NFkB,SRC1 inh
12,21,0.7,10,-46,CSc1ccccc1NC(=O)CN(C)CC(=O)Nc1ccc(S(=O)(=O)N2CCCC2)cc1,4,0,4,11,-2,1
-9,-7,0.1,-5,8,O=C(COC(=O)c1cccnc1Cl)NC1CCCCCC1,4,-15,-1,6,-4,-4
11,4,-1.8,6,-14,CCOC(=O)c1cn(CC)c2ccc(S(=O)(=O)N3CC(C)CC(C)C3)cc2c1=O (stereo unspecified),-2,0,0,4,2,-9
9,-3,0.0,-2,-29,CCc1ccc(C(C)NC(=O)C2CCCO2)cc1 (stereo unspecified),11,-6,-10,-3,1,13
-7,-37,-0.7,1,-50,COc1cc(/C=C2\SC(N)=NC2=O)ccc1OCC(=O)Nc1ccccc1C,-10,1,-6,5,3,-5
-21,-2,0.1,12,-24,O=C(c1ccco1)N1CCN(c2nc3ccsc3c(=O)s2)CC1,0,0,-3,-11,-1,-24
-3,-12,0.2,5,4,CS(=O)(=O)N(CC(=O)NCc1ccc(Cl)cc1)C1CCCCC1,-4,8,-7,-24,-9,5
20,-4,-0.2,1,1,C[C@@H]1CCC(=O)N(CC[C@H](Sc2ccccc2)c2ccccc2)CC1,8,-5,7,-7,-6,-7
19,34,0.7,18,-2,COC(=O)CCn1c(C)cc(C(=O)COc2ccccc2C(N)=O)c1C,-1,-2,-8,18,6,-3
7,3,2.2,18,7,O=C(NCCCn1ccnc1)C(=O)NCC1OCCN1S(=O)(=O)c1ccc2c(c1)OCCO2 (stereo unspecified),-10,5,1,-5,-9,-7
-14,3,-1.9,-2,-3,Cc1cc(NC(=O)C2C3C(=O)N(Cc4ccc(Cl)cc4)C(C(=O)NC(C)(C)C)C34C=CC2(C)O4)no1 (stereo unspecified),-3,-2,4,3,-6,-4
-6,-7,-1.1,15,19,C=CCN1C(=NC(=O)CC)SC2CS(=O)(=O)CC21 (stereo unspecified),4,-12,-4,26,-12,14
25,-4,-0.6,4,-13,Cc1cc(C)n2nc(SC(C)C(=O)N(C)C3CCCCC3)nc2n1 (stereo unspecified),-5,-7,0,2,-7,0
-1,23,-0.6,-2,-19,COc1cccc(NC(=O)CN(C)C(C)C(=O)NC(C)c2ccc(Cl)cc2Cl)c1 (stereo unspecified),-5,-5,-2,-7,-3,-4
-25,16,-1.9,6,2,CN(C/C=C/C#CC(C)(C)C)Cc1cccc2ccccc12,-16,-1,9,-11,1,-6
-12,4,-1.5,7,3,CCOC(=O)c1cn2cccnc2n1,-1,-3,-2,0,-1,-2
-10,-6,0.1,8,18,O=c1oc(C2(O)CCCCC2)cc2ccccc12,12,10,-20,-6,-6,-6
13,-3,-0.2,-12,-9,Cn1c(SCc2cc(=O)[nH]c3ccccc23)nnc1-c1ccco1,5,-4,1,-17,-4,-2
7,1,1.5,18,27,C[C@@H]1CN([C@H](C)CO)C(=O)c2cccc(NC(=O)Nc3ccc(C(F)(F)F)cc3)c2O[C@H]1CN(C)S(=O)(=O)c1cccs1,-3,-4,-11,6,-2,10
29,4,1.3,1,-6,CCCOP(=O)(OCCC)C(Nc1cccc(C(F)(F)F)c1)c1ccc(C)cc1 (stereo unspecified),-14,-3,-10,22,0,14

# Whole records, quoted from the list:
# CCOC(=O)c1cn2cccnc2n1 across the screens: LRH-1 inv ag = -12; NR2F2 inh = 4; MC4R ag barr = -1.5; MC4R antagonist = 7; NCOA2 inhibitor = 3; ABHD5-PLIN5 inh = -1; NOD2 RIPK2 PPI = -3; TLR9-MyD88 block = -2; NCOA3 inh = 0; EBV LMP1 NFkB = -1; SRC1 inh = -2
# C[C@@H]1CN([C@H](C)CO)C(=O)c2cccc(NC(=O)Nc3ccc(C(F)(F)F)cc3)c2O[C@H]1CN(C)S(=O)(=O)c1cccs1 across the screens: LRH-1 inv ag = 7; NR2F2 inh = 1; MC4R ag barr = 1.5; MC4R antagonist = 18; NCOA2 inhibitor = 27; ABHD5-PLIN5 inh = -3; NOD2 RIPK2 PPI = -4; TLR9-MyD88 block = -11; NCOA3 inh = 6; EBV LMP1 NFkB = -2; SRC1 inh = 10

# Compound activity: PubChem, several laboratories
